PTK2B oligo ant: antagonists of human Pyk2 oligomerization; z-score (the deposit names both 25 µM and 10 µM); Q293 cells, Pyk2 FERM NanoBiT luminescence; stronger effect = lower value; actives 0.83% (n = 99,000); Q14289; AID 1347419;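 active = Z-score of -3 or lower, scaled per plate to the spread of control and sample wells; inactive = z-score above -3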;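 note: negative z-score means lost luminescence so less FERM oligomerization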
CYP2C9 inh: human CYP2C9 inhibition | P11712 | CYP2C9 Supersomes, luciferin-H conversion, luminescence | inhibition, % at 5 µM | actives 20% (n = 96,000) | AID 777;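 active = blocking of liver enzyme CYP2C9 beyond about 50% at 5 µM, limit read from the data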; note: values of inactives mirror those of a sister screen read the other way
Target sequence (P11712 whole entry, looked up): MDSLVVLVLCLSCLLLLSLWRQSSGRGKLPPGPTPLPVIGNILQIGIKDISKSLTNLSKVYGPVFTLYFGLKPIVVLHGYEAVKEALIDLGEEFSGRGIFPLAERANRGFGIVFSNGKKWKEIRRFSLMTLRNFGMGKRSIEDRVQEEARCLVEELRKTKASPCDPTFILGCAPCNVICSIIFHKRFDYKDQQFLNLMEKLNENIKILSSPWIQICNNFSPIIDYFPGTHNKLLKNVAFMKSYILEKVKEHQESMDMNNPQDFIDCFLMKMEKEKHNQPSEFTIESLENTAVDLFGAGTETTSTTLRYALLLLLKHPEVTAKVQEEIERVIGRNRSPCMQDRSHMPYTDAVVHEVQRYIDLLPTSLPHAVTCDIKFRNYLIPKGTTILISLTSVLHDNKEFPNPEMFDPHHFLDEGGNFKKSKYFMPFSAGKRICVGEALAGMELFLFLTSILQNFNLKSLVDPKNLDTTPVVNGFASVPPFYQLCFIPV
CD11b adhes enh: CD11b/CD18-fibrinogen binding enhancement | P05107+P11215 | actives 0.07% (n = 93,000) | K562 CD11b/CD18 adhesion to fibrinogen, ATPlite luminescence | AID 1499 | activation, % at 10 µM;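 active = 10 µM primary screen giving 50% or more activity, confirmed by 40% or more on retest at that dose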; note: strong numbers were not always called active; reference of the scale not given here
CYP2C9 act: activators of human CYP2C9. recombinant CYP2C9, luciferin-H conversion, luminescence; stronger effect = higher value; factor 1 = untreated enzyme, 0 = blocked. activation factor at 5 µM. actives 1.4% (n = 96,000). AID 1024;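 active = activation factor of 2 or more for CYP2C9 at a 5 µM dose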;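 note: 0 = sulfaphenazole-blocked wells and 1 = vehicle-only wells; values of inactives mirror those of a sister screen read the other way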
MT1-MMP txn act: MT1-MMP promoter transcription activation | HT1080 MT1-MMP promoter luciferase reporter, luminescence, overnight; stronger effect = higher value | activation factor at 10 µM | actives 0.16% (n = 86,000) | AID 750;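 active = activation factor of at least 2 for MT1-MMP transcription at 10 µM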
CD11b adhes inh: inhibitors of human CD11b/CD18 binding to fibrinogen. AID 1497. K562 CD11b/CD18 adhesion to fibrinogen, ATPlite luminescence; Mn2+ added to activate the integrin. P05107+P11215. inhibition, % at 10 µM. actives 0.54% (n = 93,000);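 active = primary inhibition of 50% or more at 10 µM, then 40% or more on retest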; note: some results filed as inactive read as strong as hits
PLAP activator: activators of human placental alkaline phosphatase; P05187; purified PLAP enzyme, luminescent substrate read-out; stronger effect = higher value; activation fold at 20 µM; actives 1.2% (n = 96,000); AID 696; in the data active = activation fold above about 2
CYP2C19 inh: inhibitors of human CYP2C19. CYP2C19 Supersomes, luciferin-H EGE luminescence, 30 min. inhibition, % at 5 µM. actives 21% (n = 96,000);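 active = CYP2C19 inhibition above a set limit at 5 µM in the primary screen, cut at about 50% in these data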;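 note: plate controls were negative control wells for no effect and 2.5 mM tranylcypromine positive control for full effect; values of inactives mirror those of a sister screen read the other way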
Target sequence (P33261 whole entry, looked up): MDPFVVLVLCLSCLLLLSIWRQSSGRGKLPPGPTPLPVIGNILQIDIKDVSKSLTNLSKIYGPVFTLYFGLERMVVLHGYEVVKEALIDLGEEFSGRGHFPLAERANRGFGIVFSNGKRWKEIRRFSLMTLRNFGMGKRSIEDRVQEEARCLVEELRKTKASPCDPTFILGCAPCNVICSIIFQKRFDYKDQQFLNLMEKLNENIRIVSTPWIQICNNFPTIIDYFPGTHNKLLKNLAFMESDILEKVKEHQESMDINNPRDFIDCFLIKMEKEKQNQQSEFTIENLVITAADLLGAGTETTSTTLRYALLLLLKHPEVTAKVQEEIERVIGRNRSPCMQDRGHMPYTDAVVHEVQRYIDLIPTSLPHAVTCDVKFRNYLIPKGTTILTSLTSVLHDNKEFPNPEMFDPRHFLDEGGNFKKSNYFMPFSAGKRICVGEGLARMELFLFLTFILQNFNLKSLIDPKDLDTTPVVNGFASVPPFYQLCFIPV
CYP2C19 act: cytochrome P450 2C19 (human) activation; P33261; activation factor at 5 µM; AID 1025; recombinant CYP2C19, luciferin-H EGE luminescence; stronger effect = higher value; 0 = fully inhibited enzyme, 1 = untreated enzyme; 96,000 tested, under 10 active;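 active = activation factor of at least 2 at 5 µM in the primary screen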;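 note: 0 = wells with 2.5 mM tranylcypromine and 1 = vehicle-only wells; values of inactives mirror those of a sister screen read the other way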
Numbers without * were called inactive.

CCN(CC)S(=O)(=O)c1ccc(NS(=O)(=O)c2cccc(C)c2)cc1 was read as PTK2B oligo ant -1.5, CYP2C9 inh 91*, CD11b adhes enh -6, CYP2C9 act 0.1, MT1-MMP txn act 1.1, CD11b adhes inh -5, PLAP activator 1.1, CYP2C19 inh 40 and CYP2C19 act 0.6.
`COCCN1Cc2cccc(C(=O)Nc3cccc(OC)c3)c2C1=O` gave PTK2B oligo ant 0.23, CYP2C9 inh 47, CD11b adhes enh 4, CYP2C9 act 0.5, MT1-MMP txn act 1.1, CD11b adhes inh -2, PLAP activator 1, CYP2C19 inh 36 and CYP2C19 act 0.6.
For O=C(COC(=O)CCNS(=O)(=O)c1cccc(C(F)(F)F)c1)NC(=O)NC1CCCCC1 the results were PTK2B oligo ant 3.1, CYP2C9 inh 79*, CD11b adhes enh -2, CYP2C9 act 0.2, CD11b adhes inh 8, PLAP activator 1.3, CYP2C19 inh 69* and CYP2C19 act 0.3.
Screening Cc1cccc(C)c1OCC(O)CN (centres undefined) returned PTK2B oligo ant 0.33, CYP2C9 inh -15, CD11b adhes enh -2, CYP2C9 act 1.1, MT1-MMP txn act 1.1, CD11b adhes inh -10, PLAP activator 1, CYP2C19 inh -2 and CYP2C19 act 1.
`Cc1nc(-c2cccc(NC(=O)c3cc4cc(Br)ccc4oc3=O)c2)cs1` gave PTK2B oligo ant 1.3, CYP2C9 inh -1, CYP2C9 act 1, PLAP activator 1.1, CYP2C19 inh 17 and CYP2C19 act 0.8.
Screening CCC(=O)Nc1ccc(Oc2ccc3c(c2)C(=O)N(c2ccc(O)cc2)C3=O)cc1 returned PTK2B oligo ant -1.2, CYP2C9 inh 32, CD11b adhes enh 45, CYP2C9 act 0.7, MT1-MMP txn act 1, CD11b adhes inh 8, PLAP activator 1.1, CYP2C19 inh 77* and CYP2C19 act 0.2.
Screening NC(=S)Nc1ccc(Oc2ccc(NC(N)=S)cc2)cc1 returned PTK2B oligo ant -0.21, CYP2C9 inh 12, CD11b adhes enh 4, CYP2C9 act 0.9, CD11b adhes inh 16, PLAP activator 1.1, CYP2C19 inh -5 and CYP2C19 act 1.
CC(Sc1nc(N(C)C)nc(N2CCOCC2)n1)C(=O)Nc1ccccc1 (centres undefined) was read as PTK2B oligo ant -0.06, CYP2C9 inh 92*, CD11b adhes enh -3, CYP2C9 act 0.1, MT1-MMP txn act 0.9, CD11b adhes inh -7, PLAP activator 0.9, CYP2C19 inh 93* and CYP2C19 act 0.1.
Screening CCCCCCNC(=O)Cc1nc2nc(C)cc(C)n2n1 returned PTK2B oligo ant 0.54, CYP2C9 inh -15, CD11b adhes enh 4, CYP2C9 act 1.2, MT1-MMP txn act 0.9, CD11b adhes inh 14, PLAP activator 1.1, CYP2C19 inh -12 and CYP2C19 act 1.1.
O=C(Nc1cccnc1)c1cnn2cccnc12 was read as PTK2B oligo ant -0.03, CYP2C9 inh -8, CD11b adhes enh -3, CYP2C9 act 1.1, MT1-MMP txn act 1.1, CD11b adhes inh 1, PLAP activator 0.9, CYP2C19 inh -3 and CYP2C19 act 1.
`CCOC(=O)CNc1c(-c2ccc(F)cc2)nc2cnccn12` gave PTK2B oligo ant -0.26, CYP2C9 inh 38, CD11b adhes enh 7, CYP2C9 act 0.6, MT1-MMP txn act 1.1, CD11b adhes inh -9, PLAP activator 1.3, CYP2C19 inh 60* and CYP2C19 act 0.4.
COc1cccc(OC)c1C(=O)N1CCN(c2c(Cc3ccccc3)c(C)nc3ncnn23)CC1 was read as PTK2B oligo ant -0.68, CYP2C9 inh 39, CD11b adhes enh 1, CYP2C9 act 0.6, MT1-MMP txn act 0.9, CD11b adhes inh -1, PLAP activator 1.6, CYP2C19 inh 2 and CYP2C19 act 1.
Screening O=CNC1CCCc2c1[nH]c1ccc(Cl)cc21 (centres undefined) returned PTK2B oligo ant -0.03, CYP2C9 inh 99*, CD11b adhes enh 2, CYP2C9 act 0, MT1-MMP txn act 1.4, CD11b adhes inh -5, PLAP activator 1.2, CYP2C19 inh 65* and CYP2C19 act 0.4.
CCCOc1ccc(/C=c2\sc3nc(-c4ccco4)nn3c2=O)cc1OCC was read as PTK2B oligo ant 1.1, CYP2C9 inh 14, CD11b adhes enh 111, CYP2C9 act 0.9, MT1-MMP txn act 1.2, CD11b adhes inh -3, PLAP activator 1.7, CYP2C19 inh -4 and CYP2C19 act 1.
COc1ccc(C(=O)Nc2ccncc2)cc1OC was read as PTK2B oligo ant 1.5, CYP2C9 inh 48, CD11b adhes enh 2, CYP2C9 act 0.5, CD11b adhes inh -10, PLAP activator 1, CYP2C19 inh 57* and CYP2C19 act 0.4.
For CSc1nc(C)cc(OCCNS(=O)(=O)c2cc(C)ccc2C)n1 the results were PTK2B oligo ant 0.66, CYP2C9 inh 46, CD11b adhes enh -2, CYP2C9 act 0.5, MT1-MMP txn act 1.2, CD11b adhes inh 3, PLAP activator 0.8, CYP2C19 inh 40 and CYP2C19 act 0.6.
Screening Clc1c(-c2nnc3n2CCCCC3)sc2ccccc12 returned PTK2B oligo ant -0.3, CYP2C9 inh -52, CD11b adhes enh -4, CYP2C9 act 1.5, MT1-MMP txn act 1, CD11b adhes inh 9, PLAP activator 1, CYP2C19 inh 5 and CYP2C19 act 1.
For CN(C)S(=O)(=O)c1ccc(NC(=O)N2CCN(c3cccc(C(F)(F)F)c3)CC2)cc1 the results were PTK2B oligo ant -0.38, CYP2C9 inh 7, CD11b adhes enh 5, CYP2C9 act 0.9, CD11b adhes inh 24, PLAP activator 2.1*, CYP2C19 inh -13 and CYP2C19 act 1.1.
For c1cn(CCCNC2=NCCCCC2)cn1 the results were PTK2B oligo ant 0.25, CYP2C9 inh 6, CD11b adhes enh -1, CYP2C9 act 0.9, MT1-MMP txn act 1.1, CD11b adhes inh -5, PLAP activator 1, CYP2C19 inh 41 and CYP2C19 act 0.6.
`Cc1ccccc1OCC(=O)OC(C)CN1CCN(C)CC1` (centres undefined) gave PTK2B oligo ant 0.03, CYP2C9 inh -12, CD11b adhes enh 1, CYP2C9 act 1.1, MT1-MMP txn act 1.1, CD11b adhes inh -3, PLAP activator 0.9, CYP2C19 inh -9 and CYP2C19 act 1.1.
For COCC(C)NCc1cccc(OC)c1OC (centres undefined) the results were PTK2B oligo ant -0.81, CYP2C9 inh 7, CYP2C9 act 0.9, MT1-MMP txn act 1.2, PLAP activator 1.2, CYP2C19 inh 22 and CYP2C19 act 0.8.
For CCCc1cc(=O)n2[nH]c(NCc3cccs3)nc2n1 the results were PTK2B oligo ant 0.31, CYP2C9 inh 4, CD11b adhes enh -3, CYP2C9 act 1, MT1-MMP txn act 1.1, CD11b adhes inh 14, PLAP activator 0.9, CYP2C19 inh 6 and CYP2C19 act 0.9.
`O=C(NCc1ccc(F)cc1)C1C2C=CC3(CN(Cc4cccnc4)C(=O)C13)O2` (centres undefined) gave PTK2B oligo ant 0.36, CYP2C9 inh -4, CD11b adhes enh -2, CYP2C9 act 1, MT1-MMP txn act 1.1, CD11b adhes inh 15, PLAP activator 1.1, CYP2C19 inh 0 and CYP2C19 act 1.
`Cc1ccnc(NS(=O)(=O)c2ccc(NC(=O)C3CCCCC3C(=O)O)cc2)n1` (centres undefined) gave PTK2B oligo ant 0.05, CYP2C9 inh 5, CD11b adhes enh 7, CYP2C9 act 1, MT1-MMP txn act 1.2, CD11b adhes inh -20, PLAP activator 0.9, CYP2C19 inh 1 and CYP2C19 act 1.
`Cc1n[nH]c(=O)n1-c1cccc(C(F)(F)F)c1` gave PTK2B oligo ant 0.61, CYP2C9 inh 1, CYP2C9 act 1, PLAP activator 0.8, CYP2C19 inh -7 and CYP2C19 act 1.1.
COc1ccc(Cc2noc(-c3ccc(C)cc3)n2)cc1 was read as PTK2B oligo ant -1.4, CYP2C9 inh 18, CD11b adhes enh -1, CYP2C9 act 0.8, MT1-MMP txn act 1, CD11b adhes inh -5, PLAP activator 0.9, CYP2C19 inh 8 and CYP2C19 act 0.9.
`CCN1CCN(S(=O)(=O)c2ccc(S(=O)(=O)N(CC)Cc3ccccc3)cc2)CC1` gave PTK2B oligo ant 0.67, CYP2C9 inh 6, CYP2C9 act 0.9, MT1-MMP txn act 1.1, PLAP activator 1.3, CYP2C19 inh 47 and CYP2C19 act 0.5.
For CC(C)(C)c1ccc(-c2cc(N)n[nH]2)cc1 the results were CYP2C9 inh 40, CD11b adhes enh -2, CYP2C9 act 0.6, CD11b adhes inh 44, PLAP activator 1.4, CYP2C19 inh 0 and CYP2C19 act 1.
`CCOC(=O)C(CO)(NC(C)=O)C(=O)OCC` gave PTK2B oligo ant -0.2, CYP2C9 inh -11, CD11b adhes enh -1, CYP2C9 act 1.1, MT1-MMP txn act 1.1, CD11b adhes inh -4, PLAP activator 1.1, CYP2C19 inh -16 and CYP2C19 act 1.2.
For O=C(CN1CCOCC1)Nc1scc(-c2ccccc2)c1C(=O)N1CCOCC1 the results were PTK2B oligo ant 0.62, CYP2C9 inh 32, CD11b adhes enh 3, CYP2C9 act 0.7, MT1-MMP txn act 1.1, CD11b adhes inh -6, PLAP activator 1.7, CYP2C19 inh 25 and CYP2C19 act 0.8.

The list goes on (three carried over from the part before).
For CC(C)(C)c1ccc(-c2cc(N)n[nH]2)cc1 the results were CYP2C9 inh 40, CD11b adhes enh -2, CYP2C9 act 0.6, CD11b adhes inh 44, PLAP activator 1.4, CYP2C19 inh 0 and CYP2C19 act 1.
`CCOC(=O)C(CO)(NC(C)=O)C(=O)OCC` gave PTK2B oligo ant -0.2, CYP2C9 inh -11, CD11b adhes enh -1, CYP2C9 act 1.1, MT1-MMP txn act 1.1, CD11b adhes inh -4, PLAP activator 1.1, CYP2C19 inh -16 and CYP2C19 act 1.2.
For O=C(CN1CCOCC1)Nc1scc(-c2ccccc2)c1C(=O)N1CCOCC1 the results were PTK2B oligo ant 0.62, CYP2C9 inh 32, CD11b adhes enh 3, CYP2C9 act 0.7, MT1-MMP txn act 1.1, CD11b adhes inh -6, PLAP activator 1.7, CYP2C19 inh 25 and CYP2C19 act 0.8.
`Cc1cccc(C)c1NC(=O)CSc1nnc(NC(=O)CN2CCOCC2)s1` gave PTK2B oligo ant 1.2, CYP2C9 inh 1, CYP2C9 act 1, MT1-MMP txn act 1.1, PLAP activator 0.9, CYP2C19 inh 20 and CYP2C19 act 0.8.
`CCOC(=O)C1CCCN(C(=O)c2cc(-c3ccccc3)on2)C1` (centres undefined) gave PTK2B oligo ant -1.2, CYP2C9 inh -155, CD11b adhes enh -6, CYP2C9 act 2.5*, MT1-MMP txn act 1.5, CD11b adhes inh -16, PLAP activator 1.3, CYP2C19 inh 17 and CYP2C19 act 0.8.
Screening CCOCC(=O)Nc1nc2ccc(OC)cc2s1 returned PTK2B oligo ant -0.23, CYP2C9 inh 45, CD11b adhes enh 0, CYP2C9 act 0.6, MT1-MMP txn act 1, CD11b adhes inh 8, PLAP activator 1, CYP2C19 inh 40 and CYP2C19 act 0.6.
Screening CCOC(=O)N1CCN(S(=O)(=O)c2cc(-c3nn4c(C)nnc4c4ccccc34)ccc2C)CC1 returned PTK2B oligo ant -0.41, CYP2C9 inh 80*, CYP2C9 act 0.2, MT1-MMP txn act 1.8, PLAP activator 1.3, CYP2C19 inh 56* and CYP2C19 act 0.4.
`CCn1c2ccccc2c2cc(NC(=O)COC(=O)C3CCC(=O)N3)ccc21` (centres undefined) gave PTK2B oligo ant 1.2, CYP2C9 inh -107, CD11b adhes enh -2, CYP2C9 act 2.1*, MT1-MMP txn act 1.1, CD11b adhes inh -24, PLAP activator 0.8, CYP2C19 inh 27 and CYP2C19 act 0.7.
`O=C(CSc1nnc(COc2ccccc2)o1)c1ccccc1` gave PTK2B oligo ant -0.79, CYP2C9 inh 25, CD11b adhes enh -3, CYP2C9 act 0.7, CD11b adhes inh -36, PLAP activator 0.7, CYP2C19 inh 41 and CYP2C19 act 0.6.

Compound activity as filed in PubChem.
